High-throughput results as filed in PubChem.
Pol eta inh – inhibitors of human DNA polymerase eta. Q9Y253. Potency, µM (doses to about 114 µM), without a hit: top-dose activity change, negative = inhibition, hits mostly inhibitors. AID 588591. 390,000 tested, 1.2% active. recombinant Pol eta, fluorescent DNA replication assay; further: on the % scale 0 is the no-effect control and ±100 the full control effect
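Pol eta at 10 nM preincubated with compounds 15 min at room temperature; reaction started with fluorescent substrate (50 nM final) and read kinetically at 0 and 10 min.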
POLK inh – inhibitors of human DNA polymerase kappa | purified Pol kappa, fluorescent DNA synthesis assay, 10 min | Potency, µM (doses to about 107 µM), without a hit: top-dose activity, negative = inhibition, actives largely listed as inhibitors | 400,000 tested, 0.53% active | AID 588579; further: on the % scale 0 is the no-effect control and ±100 the full control effect
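10 nM Pol kappa was preincubated with compounds for 15 min at room temperature. Reaction started with 50 nM (final) substrate. Fluorescence read kinetically at 0 and 10 min.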
BAZ2B block – BAZ2B (human) inhibition | AlphaScreen BAZ2B-H3K14Ac peptide displacement | Potency, µM (doses to about 114 µM), without a hit: top-dose activity change, negative = inhibition, most hits filed as inhibitors | 360,000 tested, 4.4% active; further: on the % scale 0 is the no-effect control and ±100 the full control effect; nearly all actives have a fitted effect of over 60% in size
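Complex of BAZ2B and biotin-H3K14Ac (50 nM apiece) forms over 30 min at RT, then faces library compounds up to 110 uM for another 30 min; AlphaScreen beads added, 20 min dark incubation, luminescence read.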
APE1 inh – blocks human APE1 abasic DNA cleavage | P27695 | recombinant APE1, TAMRA/BHQ-2 abasic DNA cleavage fluorescence | Potency, µM (top dose mostly 65.8 µM), for the others: at the top dose activity change, negative = inhibition, most hits filed as inhibitors | 350,000 tested, 0.35% active;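 further: plate controls were vehicle for no effect and reference inhibitor for full effect; nearly all actives have a fitted effect of over 55% in size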
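Compound pre-exposure to 0.75 nM APE1, 15 min at ambient temperature. Reaction initiated with 50 nM TAMRA/BHQ-2 THF substrate, read immediately in kinetic mode, 525 nm excitation, 598 nm emission.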
POLB inh – blocks human DNA polymerase beta activity; 340,000 tested, 1.3% active; Pol beta primer extension/strand displacement, fluorescence kinetic; P06746; Potency, µM (doses to about 114 µM), for inactives: at the highest dose activity change, negative = inhibition, actives largely listed as inhibitors; further: on the % scale 0 is the no-effect control and ±100 the full control effect
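Values derive from four-parameter Hill fits of normalized kinetic data: reads at 0 and 10 min following addition of 50 nM substrate to 10 nM Pol beta preincubated 15 min with compound.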
Pol iota inh – DNA polymerase iota (human) inhibition | Pol iota fluorescent replication assay, 10 min | Potency, µM (titrated, usually from 115 µM), for inactives: at the highest dose activity, negative = inhibition, most hits filed as inhibitors | 390,000 tested, 1% active | Q9UNA4
Target sequence (Q9UNA4 whole entry, looked up): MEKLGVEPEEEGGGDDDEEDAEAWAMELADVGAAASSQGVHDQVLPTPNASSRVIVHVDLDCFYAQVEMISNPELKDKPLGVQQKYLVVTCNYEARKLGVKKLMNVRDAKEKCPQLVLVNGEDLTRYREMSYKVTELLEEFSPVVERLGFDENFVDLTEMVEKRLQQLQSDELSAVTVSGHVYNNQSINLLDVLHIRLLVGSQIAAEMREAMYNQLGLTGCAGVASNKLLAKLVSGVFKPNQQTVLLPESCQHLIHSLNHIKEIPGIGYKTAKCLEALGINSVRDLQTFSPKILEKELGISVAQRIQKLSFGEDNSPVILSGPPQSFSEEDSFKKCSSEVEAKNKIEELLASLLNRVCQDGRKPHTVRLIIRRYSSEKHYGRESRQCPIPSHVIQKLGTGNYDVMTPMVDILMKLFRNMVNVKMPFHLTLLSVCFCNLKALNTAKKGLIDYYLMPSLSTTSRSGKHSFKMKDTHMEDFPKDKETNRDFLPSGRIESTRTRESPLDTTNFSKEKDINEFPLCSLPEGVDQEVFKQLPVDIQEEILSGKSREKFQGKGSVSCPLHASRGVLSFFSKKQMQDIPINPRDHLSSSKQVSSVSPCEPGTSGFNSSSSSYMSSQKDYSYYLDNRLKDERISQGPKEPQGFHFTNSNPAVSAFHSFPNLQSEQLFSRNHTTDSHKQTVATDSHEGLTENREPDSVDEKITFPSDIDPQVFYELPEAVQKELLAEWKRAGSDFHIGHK
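Pol iota at 10 nM preincubated 15 min with compounds at room temperature; reaction started with fluorescent substrate, 50 nM final. Fluorescence read kinetically at 0 and 10 min; buffer-only wells as negative control.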
Anesthetic bind – candidate novel general anesthetic via apoferritin binding. P02791. apoferritin/1-aminoanthracene competitive binding, fluorescence. Potency, µM (top dose mostly 77.5 µM), inactives show top-dose activity change, negative = displacement, hits mostly inhibitors. 350,000 tested, 0.074% active. AID 485281; further: on the % scale 0 is the no-effect control and ±100 the full control effect; nearly all actives have a fitted effect of over 20% in size
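Steps: apoferritin (10 uM) was premixed with half-saturated 1-AMA in PBS, compounds were pin-transferred, plates stood 10 min at room temperature, fluorescence was read at 380/535 nm, and curves were fitted with a Hill equation.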
G9a inh – G9a (human) methyltransferase inhibition | Q96KQ7 | G9a H3K9 monomethylation, AlphaScreen, 2 h | Potency, µM (titrated, usually from 102 µM), inactives show at the top dose activity, negative = inhibition, usual class: inhibitors | 350,000 tested, 8.8% active; further: on the % scale 0 is the no-effect control and ±100 the full control effect; nearly all actives have a fitted effect of over 75% in size
Target sequence (Q96KQ7 913-1193 limits assumed): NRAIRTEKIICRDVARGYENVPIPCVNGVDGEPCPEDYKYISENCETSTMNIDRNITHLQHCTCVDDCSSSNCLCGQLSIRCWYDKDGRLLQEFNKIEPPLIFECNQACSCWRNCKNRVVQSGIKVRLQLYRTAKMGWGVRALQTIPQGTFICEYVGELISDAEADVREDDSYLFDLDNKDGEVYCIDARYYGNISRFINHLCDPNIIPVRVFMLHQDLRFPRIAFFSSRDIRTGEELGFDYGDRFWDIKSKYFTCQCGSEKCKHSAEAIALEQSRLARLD
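G9a (20 nM) preincubated 15 min RT with compounds, then 500 nM biotinylated H3K9 peptide and 20 uM SAM added; 2 h RT reaction. Monomethyl-H3K9 product detected by AlphaScreen with anti-H3K9me1 antibody, streptavidin donor and anti-rabbit IgG acceptor beads.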
BLM inh – blocks DNA unwinding by human BLM helicase | P54132 | recombinant BLM DNA unwinding, fluorescence dequenching | Potency, µM (highest dose often 56.1 µM), inactives show top-dose activity change, negative = inhibition, most hits filed as inhibitors | 350,000 tested, 0.2% active | AID 2528;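 further: plate controls were vehicle for no effect and no enzyme for full effect; nearly all actives have a fitted effect of over 35% in size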
The depositor's hits bear a star; u = inconclusive; x = no result given; & = joins results of further samples; [ ] = remark or other dose. The call rests on the fitted dose curve; in most records, active means well fitted curve in the direction sought with a large enough effect; inconclusive means small, poorly fitted or top-dose-only effect, or another doubt; inactive means no such curve, though single readings can be large; an effect the other way counts as inactive or inconclusive. Potency means the concentration at half of the fitted maximal effect. The list is partial; the hit share may differ from the screen's.

SMILES | Pol eta inh | POLK inh | BAZ2B block | APE1 inh | POLB inh | Pol iota inh | Anesthetic bind | G9a inh | BLM inh
CCN(CC)CCNC(=S)NC(=O)c1cn(-c2ccccc2)nc1-c1ccc(OC)cc1 | -9% | -17% | u | 21% | 2% | 2% | -18% | u | -8%
COc1ccc(C(=O)NCCn2cc(SCC(=O)NCC3CCCO3)c3ccccc32)cc1OC (stereo unspecified) | -14% | -1% | -11% | 11% | 53% | 15% | -4% | x | -1%
CCc1ccc(NC(=O)CSc2nc3c(sc4ccccc43)c(=O)n2CCCOC(C)C)cc1 | -8% | -1%[60.1 µM] | 0% | x | -1% | 17% | 3% | 12%[59 µM] | -4%
CCc1c(-c2n[nH]c(=S)n2Cc2ccccc2)csc1C | -17% | -11% | -35% | -1% | 1% | 7% | 7% | 2µM* | -3%
CCC(=O)Nc1c(-c2ccc(C)cc2)nc2ccc(C)cn12 | 5% | -7% | 4% | 23% | 33% | 93%[activator] | 2% | u | 0%
Cc1scc(C(=O)NNC(=O)CCC(=O)O)c1C | -12% | -4% | -9% | 16% | 32% | -5% | -1% | x | -1%
O=C(O)COc1ccc(C(=O)Cc2ccc3c(c2)OCCCO3)c(O)c1 | 0% | -7% | x | -2% | -16% | -38% | -12% | -12%[59 µM] | 0%
CCc1ccccc1NC(=S)N(Cc1cccs1)C1CCCC1 | -14% | -7% | -13% | u | 13% | 88%[activator] | -12% | 5%[59 µM] | -6%
Cc1ccc(C)c(NC(=O)CSc2nc3ccc(N4C(=O)c5ccccc5C4=O)cc3s2)c1 | -14% | -3% | -1% | 12% | 13% | -7% | 1% | 11µM* | -2%
COc1ccc(OC)c(NC(=O)C(=O)NCc2ccncc2)c1 | -2% | -5% | 5% | 1% | -11% | -16% | -4% | 3%[59 µM] | -14%
NC(=O)c1ccsc1NC(=O)COC(=O)/C=C/c1ccccc1 | -8% | -14% | 2% | 2% | x | 56%[activator] | x | -25% | x
Cc1nc2sc(C(c3cccc(F)c3)N3CCOCC3)c(O)n2n1 (stereo unspecified) | 5% | -2% | 3% | 7% | -19% | 1% | 1% | 18%[59 µM] | -3%

Brought forward from above: 2 compounds, followed by the next part.
SMILES | Pol eta inh | POLK inh | BAZ2B block | APE1 inh | POLB inh | Pol iota inh | Anesthetic bind | G9a inh | BLM inh
NC(=O)c1ccsc1NC(=O)COC(=O)/C=C/c1ccccc1 | -8% | -14% | 2% | 2% | x | 56%[activator] | x | -25% | x
Cc1nc2sc(C(c3cccc(F)c3)N3CCOCC3)c(O)n2n1 (stereo unspecified) | 5% | -2% | 3% | 7% | -19% | 1% | 1% | 18%[59 µM] | -3%
CCOc1ccc2nc(NC(=O)c3nc(SCc4ccccc4F)ncc3Cl)sc2c1 | -14% | 3% | -3% | x | 33% | 19% | -8% | 5%[59 µM] | 1%
CCOC(=O)c1[nH]c2ccccc2c1NC(=O)C(CC)CC | -3% | 4% | 1% | -1% | -12% | -25% | -2% | -3% | 1%
CC1Cc2ccccc2N1C(=O)Cc1cccs1 (stereo unspecified) | -11% | -3% | 4% | -2% | -1% | -18%[58.9 µM] | u | -10%[12.7 µM] | -4%
CCCNC(=O)CN1C(=O)NC(CCSC)C1=O (stereo unspecified) | -18% | 2% | 3% | u | 25% | 6% | 12% | x | -1%
COc1ccc(/C=C/C(=O)OCC(=O)c2c(C)[nH]c3ccccc23)cc1OC | -7% | -16% | -4% | -5% | -6% | 11% | 4% | 4%[59 µM] | -4%
Cc1ccc(-n2c(SCC(=O)Nc3ccc4cn[nH]c4c3)nnc2-c2ccco2)cc1 | 1% | -8% | -7% | -5% | -8% | 4% | -23% | -5%[12.7 µM] | -5%
CCN(CC)Cc1ccc(OC)c(Cl)c1 | -25% | -12% | -12% | -8% | 30% | -1%[58.9 µM] | -1% | 2% | 2%
COc1ccc(C2=NO[C@@H]3[C@@H]4C[C@@H]([C@H]5C(=O)N(c6ccc7c(c6)OCO7)C(=O)[C@@H]45)[C@H]23)cc1OC | u | -4% | 4% | 4% | -18% | 28% | 3% | 16%[59 µM] | -3%
Cc1ccccc1NC(=S)N(Cc1ccccc1)Cc1cccnc1 | -24% | -1% | -5% | 4% | 22% | 60%[activator] | -11% | -3% | -5%
Cc1sc2ncnc(NCc3cccs3)c2c1C | -18% | 1% | 4% | 0% | 7% | 18% | -17% | 4%[12.7 µM] | -2%
COc1ccc2cc(C#N)c(SCC(=O)N3CCCC3)nc2c1 | 0% | 0% | -1% | 0% | 16% | 17% | 3% | 25%[59 µM] | 4%
C=CC[C@H](CC(=O)NCCO)C(=O)NCCOC(=O)[C@@H](CC=C)CC(=O)OC(C)(C)C | -12% | -18% | x | -1% | x | 13% | x | x | x

Reformatted: entries from further up
SMILES	Pol eta inh	POLK inh	BAZ2B block	APE1 inh	POLB inh	Pol iota inh	Anesthetic bind	G9a inh	BLM inh
Cc1nc2sc(C(c3cccc(F)c3)N3CCOCC3)c(O)n2n1 (stereo unspecified)	5%	-2%	3%	7%	-19%	1%	1%	18%[59 µM]	-3%
CCOc1ccc2nc(NC(=O)c3nc(SCc4ccccc4F)ncc3Cl)sc2c1	-14%	3%	-3%	x	33%	19%	-8%	5%[59 µM]	1%
CCOC(=O)c1[nH]c2ccccc2c1NC(=O)C(CC)CC	-3%	4%	1%	-1%	-12%	-25%	-2%	-3%	1%
CC1Cc2ccccc2N1C(=O)Cc1cccs1 (stereo unspecified)	-11%	-3%	4%	-2%	-1%	-18%[58.9 µM]	u	-10%[12.7 µM]	-4%
CCCNC(=O)CN1C(=O)NC(CCSC)C1=O (stereo unspecified)	-18%	2%	3%	u	25%	6%	12%	x	-1%
COc1ccc(/C=C/C(=O)OCC(=O)c2c(C)[nH]c3ccccc23)cc1OC	-7%	-16%	-4%	-5%	-6%	11%	4%	4%[59 µM]	-4%
Cc1ccc(-n2c(SCC(=O)Nc3ccc4cn[nH]c4c3)nnc2-c2ccco2)cc1	1%	-8%	-7%	-5%	-8%	4%	-23%	-5%[12.7 µM]	-5%
CCN(CC)Cc1ccc(OC)c(Cl)c1	-25%	-12%	-12%	-8%	30%	-1%[58.9 µM]	-1%	2%	2%
COc1ccc(C2=NO[C@@H]3[C@@H]4C[C@@H]([C@H]5C(=O)N(c6ccc7c(c6)OCO7)C(=O)[C@@H]45)[C@H]23)cc1OC	u	-4%	4%	4%	-18%	28%	3%	16%[59 µM]	-3%
Cc1ccccc1NC(=S)N(Cc1ccccc1)Cc1cccnc1	-24%	-1%	-5%	4%	22%	60%[activator]	-11%	-3%	-5%

Additional results follow:
SMILES | Pol eta inh | POLK inh | BAZ2B block | APE1 inh | POLB inh | Pol iota inh | Anesthetic bind | G9a inh | BLM inh
O=C(c1cccnc1)N1CCN(S(=O)(=O)c2ccc(Cl)cc2)CC1 | 0% | -8% | 41%[activator] | 1% | 17% | -1% | 29% | 27%[59 µM] | 1%
CCN1C(=O)[C@H]2[C@@H](c3ccc(-c4cc(C(C)=O)cs4)cc3)N3CCC[C@@]3(C(=O)OC)[C@H]2C1=O | -18% | 0% | 6% | -14% | x | 24% | x | 28%[2.33 µM] | x
CCOc1ccccc1NC(=O)Nc1cnccn1 | -17% | -11% | 6% | 10% | 5% | 65%[activator] | -2% | 6% | -5%
CCc1ccc(NC(=O)C(=O)NCCN2CCN(C(=O)c3ccco3)CC2)cc1 | -3% | -11% | 1% | -2% | -31% | 7% | -18% | u | -5%
COC(=O)Cn1cc(C(=O)c2cccs2)c2ccccc21 | -4% | 0% | 11% | 0% | 3% | -3% | 4% | 11%[12.7 µM] | -5%
COc1cc(NC(=O)CN2C(=O)COc3ccc(S(=O)(=O)N4CCCCC4)cc32)cc(OC)c1 | -23%&-15% | -5%&-3% | -29%&-28% | 69% | 1%&4% | 31%&23% | -11%&-9% | 4%&1%[59 µM] | -6%&-7%
CC(=O)N1CCN(c2ccc(Oc3ccc([N+](=O)[O-])c(C(F)(F)F)c3)cc2)CC1 | -11% | -3% | u | 22% | 0% | 0% | -21% | 50µM* | -3%
CCOc1ccc(NC(=O)CCNS(=O)(=O)c2ccc(Br)s2)cc1 | 0% | -17% | 6% | 4% | -28% | -10% | -12% | 29%[59 µM] | -6%
COc1cn(-c2ccccc2)nc1C(=O)Nc1ccc(C)cc1Cl | -42% | -14% | 79µM* | -3% | u | 53%[activator] | -2% | u | -10%
COc1ccc2c(=O)c(OC)c(-c3ccccc3)oc2c1 | x | -12%[60.1 µM] | x | 2% | x | x | -1% | x | -9%
COc1cccc(OC)c1C(=O)N1CCN(Cc2ccccc2C(F)(F)F)CC1 | -14% | 2% | 20µM* | 0% | u | 22% | u | u | -1%
CC1=C(C#N)C(C)C2=C(CC(C)(C)CC2=O)N1 (stereo unspecified) | -1% | -12% | -20% | -9% | -2% | -3% | 281%[activator] | 6%[59 µM] | 0%
Cn1c(=O)[nH]c(=O)c2c1nc(SCCN1CCCCC1)n2Cc1ccccc1 | -6% | 5% | 0% | 1% | u | -11% | -3% | -7%[12.7 µM] | -6%
Cc1ccc(S(=O)(=O)Nc2cc3c(C(=O)OCc4ccccc4)c(C)oc3c3ccccc23)c(C)c1 | -20% | -4% | -26% | x | 6% | 51%[activator] | 4% | u | -12%
CC1CCCN(S(=O)(=O)c2cccc(C(=O)NCc3ccco3)c2)C1 (stereo unspecified) | 3% | -18% | -5% | 1% | x | 12% | x | -7%[12.7 µM] | x
O=C(O)c1cnc(-c2ccccc2)nc1-c1ccccc1 | -4% | 1% | -24% | -7% | 17% | 14% | 0% | 0% | 2%
COc1ccc(Cn2nnnc2C(c2cccs2)N2CCN(c3ccc([N+](=O)[O-])cc3)CC2)cc1 (stereo unspecified) | -2% | -5% | -3% | -2% | 0% | 14% | 2% | -42% | -4%
Cc1ccc(S(=O)(=O)c2c(N)n(CCCO)c3nc4ccccc4nc23)cc1 | -21% | -6% | 56µM* | 12% | 0% | 14% | 387%[activator] | 17% | 0%
O=C(Nc1ccncc1)c1ccc(Cl)cc1 | -22% | -6% | -1% | 3% | 2% | 27% | -8% | -4% | -4%
COc1ccccc1NS(=O)(=O)c1cc([N+](=O)[O-])ccc1N/N=C/c1c[nH]c2ccccc12 | 4% | -3% | u | -3% | 4% | 5% | u | u | -10%
Cc1cccn2c(CNCC(C)Oc3cccnc3)c(C(=O)N3CCOCC3)nc12 (stereo unspecified) | -11% | 6% | -2% | 1% | -28% | 26% | -3% | 10% | 1%
